Compound activity deposited in PubChem by several laboratories.
GRK2 inh – compounds blocking aptamer binding on GRK2 – biochemical, human GRK2, bead flow cytometry, HTS, primary screen; Beta-adrenergic receptor kinase 1 (Homo sapiens), P25098; FAM-aptamer displacement from GRK2; inhibition of aptamer binding, % at 10 µM; 330,000 tested, 0.59% active;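 active = inhibition of aptamer binding above 40%, roughly 3 SD of noise, on plates passing a quality check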;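 note: median bead fluorescence of bound FAM aptamer so fluorescent compounds give negative values; no value below 0 was filed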
Yeast superoxide – reduction of superoxide in aged yeast, primary screen, HTS. S. cerevisiae aged cells, superoxide DHE fluorescence; active compounds read low. superoxide response (% of plate mean), % at 10 µM. 330,000 tested, 0.18% active;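 active = superoxide response under a set limit, about three screen SD below normal, cut at about 65% in these data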;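 note: yeast aged for seven days with compound at 30 °C before DHE staining; 100% = average MFI of all compound-treated wells on the plate with controls excluded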
MEX-5 binding – MEX-5 zinc finger RNA-binding disruptors – biochemical, C. elegans, fluorescence polarization, MLPCN library, primary screen | MEX-5/FITC-TCR2 RNA binding; active compounds read low | 300,000 tested, 0.38% active | AID 1832, 2009 | Zinc finger protein mex-5 (Caenorhabditis elegans), Q9XUB2 | activity score (negative = inhibition of binding), % at 10 µM;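 active = inhibition past about -25% in most replicates, and total fluorescence under double the plate's negative control median, limit read from the data; inconclusive = replicates evenly split on the limit, or fluorescence at least double controls; inactive = too little inhibition in most replicates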;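 note: 0% = DMSO and -100% = 5 µM competing unlabeled TCR2 RNA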
Target sequence (Q9XUB2 whole entry, looked up): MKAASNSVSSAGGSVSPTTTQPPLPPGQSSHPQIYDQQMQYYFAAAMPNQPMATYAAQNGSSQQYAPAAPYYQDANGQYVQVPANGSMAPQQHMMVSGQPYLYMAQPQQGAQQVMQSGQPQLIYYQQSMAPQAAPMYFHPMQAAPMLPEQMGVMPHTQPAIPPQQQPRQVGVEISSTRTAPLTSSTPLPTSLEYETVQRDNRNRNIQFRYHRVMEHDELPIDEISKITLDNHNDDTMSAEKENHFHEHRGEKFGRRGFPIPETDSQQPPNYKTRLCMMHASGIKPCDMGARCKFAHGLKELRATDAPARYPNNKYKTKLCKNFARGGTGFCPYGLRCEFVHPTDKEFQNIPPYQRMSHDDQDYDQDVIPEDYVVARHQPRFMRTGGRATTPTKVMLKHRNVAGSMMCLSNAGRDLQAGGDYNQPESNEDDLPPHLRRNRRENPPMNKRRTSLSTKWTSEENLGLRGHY
MCL1 BIM primary – inhibitors of MCL1 binding to BIM-BH3, primary screen, biochemical, fluorescence polarization. GST-MCL1 / FITC-Bim-BH3 fluorescence polarization. inhibition, % at 10.9 µM. 320,000 tested, 0.68% active. AID 2057, 2009;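 active = inhibition above the mean inhibition of all tested compounds plus 3 SD, set per campaign, cut at about 40% in these data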;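 note: 0% = DMSO wells and 100% = unlabeled Bim-BH3 peptide control; higher means more loss of mP so more displacement of Bim peptide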
Target sequence (Q07820 whole entry, looked up): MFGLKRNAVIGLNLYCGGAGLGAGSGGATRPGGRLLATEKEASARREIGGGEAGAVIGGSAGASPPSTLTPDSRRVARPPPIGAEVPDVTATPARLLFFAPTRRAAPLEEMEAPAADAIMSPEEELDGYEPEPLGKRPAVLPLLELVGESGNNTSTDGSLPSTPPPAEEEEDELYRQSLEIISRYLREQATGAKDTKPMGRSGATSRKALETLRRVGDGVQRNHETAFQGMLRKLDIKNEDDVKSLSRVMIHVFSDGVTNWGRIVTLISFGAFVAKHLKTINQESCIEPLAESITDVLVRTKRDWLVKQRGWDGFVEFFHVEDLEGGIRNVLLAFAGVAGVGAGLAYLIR
Bcl-xL primary – inhibitors of human Bcl-xL, primary screen, biochemical, fluorescence polarization, HTS | Bcl-2-like protein 1 (Homo sapiens), Q07817 | GST-Bcl-xL / FITC-Bim BH3 peptide fluorescence polarization | inhibition, % at 10.9 µM | 320,000 tested, 0.7% active | AID 2129, 2009;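 active = inhibition above the mean of all tested compounds plus 3 SD, cutoff set per campaign, cut at about 30% in these data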;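 note: 0% = DMSO wells and 100% = unlabeled Bim-BH3 peptide competitor; inhibitors lower millipolarization by displacing the labeled peptide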
Target sequence (Q07817 whole entry, looked up): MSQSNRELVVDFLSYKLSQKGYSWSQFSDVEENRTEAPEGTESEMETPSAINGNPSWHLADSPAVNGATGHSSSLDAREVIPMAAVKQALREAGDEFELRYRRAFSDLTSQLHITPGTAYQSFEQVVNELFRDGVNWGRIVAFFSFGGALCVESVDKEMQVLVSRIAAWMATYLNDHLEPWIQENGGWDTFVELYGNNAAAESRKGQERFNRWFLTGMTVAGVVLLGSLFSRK
AGP1 TOR yeast – modulators of AGP1-GFP expression in yeast TOR pathway, primary screen, cell-based, multiplex flow cytometry, S. cerevisiae, MLPCN library; 3 h; GFP as percent of DMSO wells; GFP response vs DMSO, % at 10 µM; 320,000 tested, 0.02% active;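 active = GFP response relative to DMSO above a set limit, near screen average plus 3 SD, cut at about 150% in these data; inconclusive = fewer than 70 cells counted for the yeast strain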;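 note: median GFP channel fluorescence of the gated AGP1 strain per well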
GLD-1 RNA inh – GLD-1/TGE RNA complex disruptors, primary screen, biochemical, fluorescence polarization; inhibition, % at 5.96 µM; 320,000 tested, 0.44% active; purified GLD-1 + fluorescein TGE RNA; AID 2280, 2010; Female germline-specific tumor suppressor gld-1 (Caenorhabditis elegans), Q17339;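 active = percent inhibition above a per-plate cutoff, the plate mean of test compounds plus 3 SD, cut at about 30% in these data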;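 note: 0% = DMSO wells with GLD-1 and probe and 100% = wells lacking GLD-1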
VLA-4 inh – inhibition in human VLA-4 binding assay, primary screen, VLA-4 allosteric modulator project, MLPCN library, flow cytometry, VLA-4 expressing cells; AID 2557, 2010; Integrin alpha-4 (Homo sapiens), P13612; 330,000 tested, 0.2% active; ligand binding flow cytometry; inhibition, % (about 7 µM as worked out from the volumes in the protocol); in the data active = inhibition above about 50%
CIT2 TOR yeast – modulators of CIT2-GFP expression in yeast, primary screen, S. cerevisiae, GFP fusion, multiplex flow cytometry, MLPCN library; S. cerevisiae CIT2-GFP strain, 3 h; 100 means same as DMSO wells; GFP response vs DMSO, % at 10 µM; 320,000 tested, 0.065% active;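 active = GFP response relative to DMSO above a set limit, near the screen mean plus 3 SD, cut at about 150% in these data; inconclusive = Fewer than 70 cells measured for a yeast strain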;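 note: ratio of well median GFP fluorescence to mean of DMSO wells on the plate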
* = called active by the depositor; ? = inconclusive; nt = no result given.

SMILES | GRK2 inh | Yeast superoxide | MEX-5 binding | MCL1 BIM primary | Bcl-xL primary | AGP1 TOR yeast | GLD-1 RNA inh | VLA-4 inh | CIT2 TOR yeast
CC(C)CCNC(=O)c1cc2c(=O)n3ccccc3nc2s1 | 3 | 112 | 1.9 | 12 | 10 | 90 | 2 | 42 | 75
O=C(Cc1cccs1)N1CCN(c2ccc(F)cc2)CC1 | 1 | 99 | 1.5 | 8 | 6 | 84 | -3 | 0 | 80
COc1cc(CN2CCC(n3nccc3NC(=O)c3ccccc3OC)CC2)ccc1F | 1 | 98 | -1.5 | 5 | 6 | 94 | 1 | -12 | 94
CN1C/C(=C/c2ccncc2)C(=O)/C(=C/c2ccncc2)C1 | 2 | 97 | 0.9 | 11 | 8 | 97 | 9 | 0 | 100
CCc1c(C(=O)c2ccc(Cl)cc2)oc2c(C)c3oc(=O)cc(C)c3cc12 | 0 | 98 | 0.4 | 1 | 0 | 98 | 3 | 16 | 95
O=C(CN1C(=O)c2ccccc2S1(=O)=O)Nc1ccc(S(=O)(=O)N2CCCCCC2)cc1 | 0 | 103 | -0.1 | 8 | 5 | 104 | 3 | 14 | 103
COc1ccc(S(=O)(=O)NNC(=O)Nc2ccc(F)cc2F)c(OC)c1 | 1 | 100 | 0.4 | 2 | 5 | 105 | 3 | 9 | 103
O=C(Oc1ccc2c(-c3ccccc3)cc(=O)oc2c1)C1CCCCC1 | 1 | 102 | -1.0 | -1 | 3 | 98 | -2 | -11 | 100
CCN(CC)S(=O)(=O)c1ccc(NC(=O)CN(c2ccc(OC)cc2OC)S(C)(=O)=O)cc1 | 3 | 100 | 0.3 | 10 | 5 | 108 | -2 | 9 | 104
Cc1ccccc1NS(=O)(=O)c1cccc(-c2nnc(-c3ccccc3)o2)c1 | 0 | 104 | -1.8 | 3 | 11 | 104 | -8 | -6 | 100
Cc1cccc(N(Cc2cc3cc(C)ccc3[nH]c2=O)C(=O)c2cccs2)c1 | 5 | 99 | 2.5 | -4 | 2 | 103 | 5 | 7 | 102
Cc1ccccc1OCCC(=O)OCC(=O)NC1CCS(=O)(=O)C1 (centres undefined) | 1 | 110 | -1.8 | -7 | -1 | 106 | 8 | 11 | 106
COc1ccccc1N1CCN(C(CNS(=O)(=O)c2cc(F)ccc2F)c2cccnc2)CC1 (centres undefined) | 0 | 99 | -1.2 | -1 | 5 | 97 | -2 | -3 | 101
CCC(C)N1CC(C(=O)O)CC1=O (centres undefined) | 0 | 88 | 0.4 | 6 | 1 | 96 | 10 | 1 | 95
O=C(NNC1CC(=O)N(c2ccc(Cl)cc2)C1=O)c1ccco1 (centres undefined) | 0 | 110 | -1.8 | 2 | 7 | 100 | 0 | -4 | 87
CCCCN(C)Cc1c(C)[nH]c2ccc(OCC)cc2c1=O | 2 | 97 | 1.4 | 1 | 2 | 107 | -1 | 34 | 108
C=CCSc1nnc2c(n1)OC(c1ccco1)Nc1ccccc1-2 (centres undefined) | 3 | 165 | -1.9 | 16 | 18 | 100 | 3 | -3 | 120
COc1ccc(Cn2nnnc2C(c2ccc(C)cc2)N2CCN(C3CCCC3)CC2)cc1 (centres undefined) | 0 | 78 | -0.7 | 3 | 5 | 91 | 8 | -4 | 88
O=[N+]([O-])c1ccc2c(c1)C(N1CCOCC1)/C(=C/C1(O)CCCCC1)O2 (centres undefined) | 3 | 103 | -0.1 | 0 | 1 | 103 | 4 | -2 | 100
COC(=O)c1sc(N2C(=O)C(O)=C(C(=O)c3ccc(C)o3)C2c2cccs2)nc1C (centres undefined) | 9 | 110 | -0.9 | 5 | -2 | 78 | -7 | 11 | 77
C=CCOc1ccc(C(=O)Nc2ccc(OCC)cc2)cc1 | 3 | 83 | 0.4 | 0 | -1 | 101 | 1 | 17 | 102
O=C(O)c1cccc2c1/C(=N/Nc1ccc([N+](=O)[O-])cc1[N+](=O)[O-])c1ccccc1-2 | 0 | 105 | 0.0 | 13 | 12 | 109 | 8 | 1 | 119
CCCOc1cccc(C(=O)NCCCNC(=O)c2ccccn2)c1 | 5 | 96 | -1.3 | 3 | 5 | 99 | 4 | -2 | 101
Cc1cc(=O)[nH]c(N=N/C(=N/Nc2ccc(O)cc2)c2ccccc2)n1 | 0 | 94 | 0.8 | 11 | 8 | nt | -3 | -8 | 91
COC1(NS(=O)(=O)c2ccc(Br)cc2)C(C)=CC(=O)C=C1C | 1 | 115 | 3.8 | 7 | 6 | 110 | 12 | -3 | 102
Cc1ccc(N2C(=O)NC3(CCCCC3)C2=O)cc1 | 0 | 95 | 0.8 | -11 | -1 | 102 | -2 | 3 | 89
OCCN1CCN(Cc2cccc(Oc3ccc(Cl)cc3)c2)CC1 | 0 | 78 | 2.3 | -7 | 2 | 97 | 6 | -4 | 93
Cc1oc2c(CN(C)C)c(O)ccc2c(=O)c1-c1ccc2ccccc2n1 | 1 | 108 | 0.2 | -1 | -3 | 111 | -6 | 13 | 95
O=c1[nH][nH]c(=O)c2cc([N+](=O)[O-])ccc12 | 2 | 112 | nt | -1 | 7 | 103 | -6 | 11 | 94
CC(=O)Nc1cccc(C(=O)OC(C)C(=O)N2CCc3ccccc32)c1 (centres undefined) | 0 | 106 | 0.2 | 3 | 2 | 86 | -2 | 0 | 85
O=c1c2ccccc2nc(N/N=C/c2ccccc2)n1O | 0 | 103 | -2.2 | 7 | 4 | 102 | 2 | 4 | 98
COc1ccccc1N1CCN(Cc2nnnn2CCc2ccccc2)CC1 | 0 | 93 | 0.2 | -6 | -1 | 93 | 0 | 1 | 93
O=C(c1ccccc1)c1cc(F)c(N2CCOCC2)cc1Cl | 2 | 105 | -1.7 | 0 | 0 | 95 | -4 | -2 | 93
CCC(C)NS(=O)(=O)c1ccc(OCC(=O)Nc2ccc(F)cc2F)cc1 (centres undefined) | 0 | 89 | -0.2 | 2 | -1 | ? | 0 | -2 | ?
COc1cc(NC(=O)c2ccccc2)c(OC)cc1NC(=O)Cc1ccc(Br)cc1 | 0 | 105 | 0.4 | 1 | -3 | 100 | 3 | -1 | 105
CCn1c(=O)c2sccc2n(Cc2ccc(C)cc2)c1=O | 1 | 85 | 2.5 | 2 | 0 | 95 | 3 | -2 | 93
CCN(CC(=O)NCCc1ccc(S(N)(=O)=O)cc1)Cc1nc2ccccc2c(=O)[nH]1 | 0 | 107 | 3.5 | 1 | 6 | 102 | -5 | 3 | 101
CCOC(=O)c1cc(NC(=O)Nc2cc(C)ccn2)c(C)nc1C | 0 | 90 | -1.8 | -14 | -12 | 104 | -2 | -4 | 103
COC(CNC(=O)C1CCCN1C(=O)OCc1ccccc1)OC (centres undefined) | 3 | 91 | -1.3 | -25 | -16 | 102 | -9 | 1 | 102
Cc1cc(N)n(-c2ccccc2)n1 | 0 | 103 | 0.3 | -4 | 2 | 112 | -1 | 6 | 104
COc1ccc([C@@H]2[C@@H]3C(=O)N(C(C)(C)C)C(=O)[C@@H]3[C@]3(C)C(=O)N(c4cccc(C)c4)C(=O)N23)cc1 | 1 | 100 | -0.1 | 6 | 6 | 91 | -1 | 16 | 81
Cc1ccc(C)c(-c2csc(NC(=O)c3c(C)noc3C)n2)c1 | 1 | 116 | nt | -3 | -4 | 96 | -6 | 13 | 86
Nc1nonc1-c1noc(CCCOc2ccc(Cl)cc2Cl)n1 | 1 | 113 | 2.8 | -1 | 0 | 91 | -6 | 1 | 84
CC(C)(C)C(=O)NNC(=O)c1cnccn1 | 1 | 83 | -2.8 | 1 | -2 | 105 | 5 | -1 | 102
O=C(CN1C(=O)c2ccccc2C1=O)Nc1ccccc1N1CCOCC1 | 0 | 113 | nt | -11 | -1 | 98 | 3 | 9 | 94

A few values from above.
Under GRK2 inh, O=C(CN1C(=O)c2ccccc2C1=O)Nc1ccccc1N1CCOCC1 is entered as 0
Under Yeast superoxide, CCN(CC(=O)NCCc1ccc(S(N)(=O)=O)cc1)Cc1nc2ccccc2c(=O)[nH]1 is entered as 107

(more compounds)
SMILES | GRK2 inh | Yeast superoxide | MEX-5 binding | MCL1 BIM primary | Bcl-xL primary | AGP1 TOR yeast | GLD-1 RNA inh | VLA-4 inh | CIT2 TOR yeast
CCN(C(=O)c1cc2c(=O)n3ccccc3nc2n1C)C1CCCCC1 | 1 | 106 | 1.2 | 11 | 7 | 105 | -3 | 8 | 96
O=C(CNS(=O)(=O)c1cccs1)NCc1ccc(F)cc1 | 0 | 99 | -0.1 | -2 | -1 | 103 | -7 | 9 | 93
COc1ccccc1-c1nc(SCc2ccccn2)n[nH]1 | 1 | 96 | 7.2 | -10 | -2 | 100 | 5 | 28 | 105
CC(C)CC(C(=O)NCc1ccccn1)N1C(=O)c2ccccc2C1=O (centres undefined) | 2 | 86 | -0.1 | 5 | 5 | 94 | -1 | -8 | 95
COc1cc(OC)c(C2CC(=O)N3CN(c4ccccc4)CSC3=C2C#N)cc1OC (centres undefined) | 1 | 88 | -1.1 | -9 | -5 | 129 | 2 | 15 | 99
C[C@H]1CN([C@@H](C)CO)C(=O)Cc2cc(NS(=O)(=O)c3cn(C)cn3)ccc2O[C@@H]1CN(C)C(=O)Nc1ccc(F)cc1 | 6 | 106 | nt | nt | nt | 103 | 0 | 6 | 102
CS(=O)(=O)NCCOc1ccc(S(=O)(=O)N2CCCc3ccccc32)cc1 | 3 | 111 | 0.2 | -6 | -9 | 90 | 5 | -2 | 94
COc1ccc(/C=N/N=C2/NC(=O)C(CC(=O)O)S2)cc1OCc1ccc(Cl)cc1 (centres undefined) | 0 | 114 | -2.7 | 9 | 2 | 98 | 4 | -5 | 94
COc1ccc(C(CNC(=O)CNC(=O)c2ccc(F)cc2)N2CCCC2)cc1 (centres undefined) | 0 | 82 | nt | 12 | 4 | 94 | -1 | 7 | 99
Cc1ccc(Cl)cc1NC(=O)CC1NCCNC1=O (centres undefined) | 0 | 104 | -2.5 | -2 | 1 | nt | -6 | 7 | 86
Cc1ccc(-c2[nH]nc3c2C(c2ccsc2)C(C#N)=C(N)O3)cc1 (centres undefined) | 1 | 104 | -1.5 | 0 | 5 | 103 | 5 | 6 | 109
CN1c2cccc3cccc(c23)N(C)C1(C)C | 6 | 100 | 1.0 | 7 | 10 | 100 | -6 | 19 | 91
CCO[C@@H]1OC(C(N)=O)=C[C@H](c2cn(C(C)=O)c3ccccc23)[C@H]1CCCO | 1 | 93 | -2.0 | 4 | 0 | 87 | 1 | 2 | 104
COc1ccccc1N1CCN(S(=O)(=O)c2cccs2)CC1 | 0 | 88 | 1.9 | 28 | 2 | 101 | 10 | -3 | nt
COc1ccc(Cl)cc1C(=O)NNC(=O)COC(=O)c1ccc(Br)o1 | 1 | 98 | nt | nt | nt | 111 | 4 | 20 | 101

Random draw from the library; any-hit rate near 2.1%.
